hcGAS lum – inhibitors of human cGAS | recombinant h-cGAS, ATP depletion, Kinase-Glo luminescence | inhibition, % at 12.5 µM | AID 1259398 | 290,000 compounds, 0.081% hits | Q8N884;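 also: 0% = vehicle reaction and 100% = reaction without DNA for no activity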
Target sequence (Q8N884 whole entry, looked up): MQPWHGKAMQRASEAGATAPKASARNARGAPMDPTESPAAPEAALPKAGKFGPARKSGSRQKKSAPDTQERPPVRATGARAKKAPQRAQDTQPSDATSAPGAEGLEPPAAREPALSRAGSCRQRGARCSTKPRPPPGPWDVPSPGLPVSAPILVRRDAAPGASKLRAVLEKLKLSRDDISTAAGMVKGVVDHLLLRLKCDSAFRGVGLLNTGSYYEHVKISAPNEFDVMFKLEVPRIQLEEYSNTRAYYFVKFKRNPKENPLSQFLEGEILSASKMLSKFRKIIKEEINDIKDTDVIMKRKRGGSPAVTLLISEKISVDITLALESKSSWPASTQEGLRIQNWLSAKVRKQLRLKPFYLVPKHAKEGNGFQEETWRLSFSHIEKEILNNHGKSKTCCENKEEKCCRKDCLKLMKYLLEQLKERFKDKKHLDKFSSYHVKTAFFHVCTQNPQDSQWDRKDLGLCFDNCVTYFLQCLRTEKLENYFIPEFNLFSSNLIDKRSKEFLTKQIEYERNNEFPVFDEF
NPYLR7 ag – mosquito NPYLR7 agonism; AID 1259423; activation, % at 10 µM; 270,000 compounds, 0.15% hits; HEK293T NPYLR7/Galpha15, GCaMP6s calcium fluorescence; in the data active = activation above about 40%;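 also: 0% = vehicle and 100% = reference agonist at the receptor; some compounds past the cut are filed as inactive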
mcGAS inh – inhibitors of mouse cGAS; inhibition, % at 12.5 µM; AID 1259399; 160,000 compounds, 0.15% hits; Q8C6L5; recombinant cGAS, Kinase-Glo ATP depletion luminescence;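 also: 0% = negative control wells and 100% = reference inhibitor with no enzyme activity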
* marks the source's active call; other numbers are inactive results; · = no result given; & = joins results of further samples. Rule as the data show it, unless noted: active = inhibition above about 40%; inactive = the rest.

SMILES | hcGAS lum | NPYLR7 ag | mcGAS inh
Cc1ccc(NC(=O)CC(=O)N2CCCCC2CCO)c(C)c1 (stereo not given) | 0.9 | -13.1 | ·
CCOC(=O)c1c2c(n3ccc(-c4ccncc4)cc13)C(=O)c1ccccc1C2=O | -2.7 | -10.2 | -3.7
CCCCc1ccc(S(=O)(=O)c2cnc(SCC(=O)Nc3cccc(Cl)c3)[nH]c2=O)cc1 | -0.3 | -1.8 | -2.1
Cc1ccc(-c2nc(C(=O)Nc3ccn(CCN(C)C)n3)cs2)cc1 | 7.3 | -4.7 | 0.9
Cc1ccccc1CC(=O)OC1(C2CC2)CC1 | -14.5 | -2.6 | ·
Cc1nc(-c2ccc(CNC(=O)C3CC3C)cc2)cs1 (stereo not given) | -20.9 | 1.2 | ·
CC(C)c1ccccc1OCC(=O)NNC(=O)c1ccc(Br)s1 | -7.0 | 6.4 | -10.4
COC(=O)CCCC(=O)Nc1cccc(-c2cccc(-c3ccc(F)cc3)n2)c1 | -9.6 | 7.5 | -6.7
CN1CCN(C(=O)c2cc(F)ccc2Br)C(c2ccccc2)C1 (stereo not given) | -0.5 | -5.4 | ·
CCc1ccc(NC(=O)c2cc3nc(-c4cccs4)cc(C(F)(F)F)n3n2)cc1 | 0.0 | -11.2 | -4.4
O=C(Cn1cccn1)NC1CC(=O)N(Cc2ccc(F)cc2)C1 (stereo not given) | -6.8 | 1.6 | ·
COC(=O)CCCCCCCCC(=O)N[C@H](Cc1ccccc1)C(=O)N1CCC(C(=O)Nc2ccc(OC)cc2)CC1 | 0.7 | 7.1 | -3.8

Overlap with the part before: four entries; new compounds follow.
SMILES | hcGAS lum | NPYLR7 ag | mcGAS inh
CN1CCN(C(=O)c2cc(F)ccc2Br)C(c2ccccc2)C1 (stereo not given) | -0.5 | -5.4 | ·
CCc1ccc(NC(=O)c2cc3nc(-c4cccs4)cc(C(F)(F)F)n3n2)cc1 | 0.0 | -11.2 | -4.4
O=C(Cn1cccn1)NC1CC(=O)N(Cc2ccc(F)cc2)C1 (stereo not given) | -6.8 | 1.6 | ·
COC(=O)CCCCCCCCC(=O)N[C@H](Cc1ccccc1)C(=O)N1CCC(C(=O)Nc2ccc(OC)cc2)CC1 | 0.7 | 7.1 | -3.8
Fc1ccc(F)c(-c2csc(Nc3ccc4c(c3)OCCO4)n2)c1 | -7.7 | 0.7 | ·
CC(C)C1C=CCN1C(=O)C1(Oc2ccc(Cl)cc2)CCNCC1 (stereo not given) | -2.1 | 1.4 | ·
Cc1ccc(S(=O)(=O)N2CCN(C(=O)c3oc4ccc(F)cc4c3C)CC2)cc1 | -4.1 | 7.4 | -6.7
Cc1ccc(-n2ncc3c(=O)n(NC(=O)c4ccc(C(C)(C)C)cc4)cnc32)cc1C | -9.7 | 3.6 | ·
O=C(c1ccco1)N1CCN(c2nc(Cc3ccccc3)nc3sc4c(c23)CCCC4)CC1 | -8.3 | -10.5 | -5.4
CCOC(=O)c1c(C)[nH]c(C(=O)N(C)Cc2cc(C)ccc2OC)c1C | -5.1 | 2.6 | ·
O=C(CN1CCC(O)CC1)NC1c2ccccc2-c2ccccc21 | -8.3 | 11.1 | -5.8
CCn1nc(C(C)C)cc1C(=O)N1CC[C@@H](c2sccc2C)[C@H](O)C1 | -2.6 | -5.6 | ·
CCC(=O)NNc1nc2c(c(=O)n1C1CCOC(C)(C)C1)C1(CCCCC1)Cc1ccccc1-2 (stereo not given) | -1.4 | 2.0 | -6.5
CCC(=O)NC1(c2ccc(OCc3ccccc3)cc2)CCOCC1 | -2.4 | 1.8 | ·
Cc1ccccc1OCC(=O)NCC1CCN(Cc2ccncc2)CC1 | -0.8 | -7.9 | ·
CC(=O)c1ccc(CN2CCCCC2CN2CCOCC2)cc1 (stereo not given) | -5.1 | 2.0 | -16.7
COc1ccc(OCC(=O)NNC(=O)c2cccc(C)c2)cc1 | -9.8 | -3.8 | ·
Cc1ncsc1CNC(=O)N1CC=C(c2cccs2)CC1 | -4.6 | 5.2 | ·
Cc1nnc2ccc(N3CCN(S(=O)(=O)/C=C/c4ccccc4)CC3)nn12 | -1.0 | 0.9 | -0.4
O=C(c1cnn2ccccc12)N1CCCC(Cn2cc(C3CCCC3)nn2)C1 (stereo not given) | -1.4 | -6.7 | ·
O=C1c2ccccc2-c2nc3ccccc3nc21 | -0.7 | 2.3 | ·
C=CCOc1cccc(C(=O)N(C)C2CCCN(Cc3ccccc3F)C2)c1 (stereo not given) | -7.5 | 15.1 | ·
C=CCc1cc(CN2CCC3(CC2)CN(C)CCN3C)ccc1O | 0.2 | -15.8 | 3.5
CC(NC(=O)CN1CN(c2ccccc2)C2(CCN(C(=O)/C=C/c3ccccc3)CC2)C1=O)c1ccccc1 (stereo not given) | -10.4 | · | -8.5
Cc1cc(NC(=O)CN(C)Cc2ccc(Br)s2)no1 | -8.0 | -1.5 | -6.3
CCOC(=O)c1nc2cc(C)c(C)cc2nc1N1CCN(C(=O)C(F)(F)C(F)(F)C(F)(F)F)CC1 | -10.3 | · | -8.0
CC(=O)OC(C)(C)C(=O)N1CCN(c2nc3nccc(-c4ccc(N5CCOCC5)cc4)n3n2)CC1 | -6.8 | 5.5 | -5.8
O=C1CCC(NS(=O)(=O)c2csc3ccc(Cl)cc23)CN1 (stereo not given) | -10.0 | 7.0 | ·
Cc1ccccc1Cn1cc(C(=O)N2CCCN(C3CCCCC3)CC2)nn1 | -0.1 | -6.8 | ·
O=C(Nc1cnn(C23CC4CC(CC(C4)C2)C3)c1)c1cc(-c2ccc(F)cc2)no1 | -4.6 | -10.5 | -7.4
O=C(NCCN1CCCC(O)C1)c1cc(COc2cccc(C(F)(F)F)c2)on1 (stereo not given) | 2.0&-2.0 | -8.0&14.5 | -4.2
NC(=O)CC(NC(=O)CC1CCCO1)C1CCCCC1 (stereo not given) | -10.5 | 0.1 | ·
CN(C)S(=O)(=O)c1ccc(=O)n(CC(=O)N2N=C(c3ccco3)CC2c2ccco2)c1 (stereo not given) | -7.2 | 0.3 | -5.3
CCCCN(Cc1cccn1Cc1ccc(Br)cc1)C(=O)CN(CCOC)C(=O)C1CCC1 | -3.8 | -10.3 | -4.9
O=C(COc1ccccc1)N=Nc1c(O)[nH]c2c(Br)cc(Br)cc12 | -6.7 | 12.6 | -6.0
COc1ccc(NC(=O)C2(C)CCN2C(=O)COc2ccc(Cl)cc2)cc1OC (stereo not given) | -7.8 | 7.0 | -6.8
O=C(O)CCc1ccccc1OS(=O)(=O)c1ccc(C(F)(F)F)cc1 | 15.4 | 1.1 | ·
CCCCc1nc(C)c(C(=O)NCC2CCN(CCC)CC2)s1 | -3.5 | 7.3 | ·
O=C(c1ccccc1-n1cccn1)N1CCc2c([nH]c3ccccc23)C1c1ccccn1 (stereo not given) | -0.7 | -6.3 | -3.3
CN(CC(=O)N(Cc1ccccn1)C1CCCCC1)C1CCNCC1 | -11.2 | · | -4.6
Cc1nnc(NCC(C)(C)N2CCN(C)CC2)c(C#N)c1C | -6.5 | 8.8 | -8.7
COc1ccc(C(=O)N2CCSCC2)cc1OC1CCN(C(C)=O)CC1 | -2.7 | 11.8 | ·
Cc1cc2c(cnc3ncnn32)c(=O)n1-c1cc(Cl)cc(Cl)c1 | 2.2 | -1.2 | ·
CCc1nc2ccc(C(=O)N3CCN(c4ccccc4)CC3)cn2c1N(C)C(=O)c1ccncc1 | -6.8 | 15.9 | -1.2
COc1ccc(-c2nc(NCCNC(=O)c3cccc(F)c3)c3ccccc3n2)cc1 | -8.5 | 5.1 | -6.3
COCC(=O)N1CCCN(c2cc(Oc3ccc(F)c(Cl)c3)ncn2)CC1 | -2.4 | -8.6 | -4.3
CCn1cnnc1-c1ccccc1NC(=O)CC1C=CCC1 (stereo not given) | -6.1 | 6.7 | ·
CCOC(=O)CCC(=O)N1CCN(C(=O)c2cc3ccsc3n2Cc2cccc(F)c2)CC1C (stereo not given) | -7.8 | · | -7.5
CC(=O)N1CCN(c2ccc(C(=O)N3CCCC4CCCCC43)cn2)CC1c1ccccc1 (stereo not given) | -1.9 | 0.7 | -2.0
CC(NC(=O)C1CCN(Cc2ccc(Oc3ccccc3)cc2)CC1)c1cccc2ccccc12 (stereo not given) | -5.7 | 7.9 | -4.8
O=C(Cn1cnc([N+](=O)[O-])n1)N/N=C\c1cccc(O)c1 | -5.3 | -6.3 | -8.4
O=C1CCCc2occ(C(=O)N3CCNC(=O)C3c3cccc(F)c3)c21 (stereo not given) | 3.0 | -0.6 | ·
CCn1ccc(C(=O)N2CCC(N3CC(F)(F)C[C@H]3CO)CC2)n1 | -5.3 | · | -3.3
CCc1c(C)nn(-c2ccc(C(=O)Nc3ccccc3C)cc2)c1C | -3.3 | 3.7 | -5.5
COc1ccc(CC(=O)Nc2c(C)cc(C)cc2C)cc1 | -12.6 | -5.4 | ·
O=C(O)CCCSc1ncnc2sc3c(c12)CCCC3 | -1.8 | -3.4 | ·
Cc1ccc(NC(=O)C2CC=CCC2C(=O)N2CCc3ccccc3C2)cc1 (stereo not given) | -3.5 | -13.6 | -1.5
CCSc1nnc(NC(=O)c2ccccc2Cl)s1 | 3.4 | -6.8 | -5.2
CCNc1nc(C(=O)N2CC3CCCC3C2)cs1 (stereo not given) | -14.7 | -2.5 | -7.0
COc1ccc(CCN(C(=O)c2cc(C(F)(F)F)cc(C(F)(F)F)c2)C(C)c2nc3ccccc3c(=O)n2-c2cc(C)ccc2OC)cc1OC (stereo not given) | -3.1 | 18.7 | -5.3
O=C(C(NCc1ccc2c(c1)OCO2)c1ccccc1)N1CCCC1 (stereo not given) | -2.3 | 1.2 | ·
O=C1CSC(c2cccc(F)c2)N1C1CCCCC1 (stereo not given) | -11.0 | -7.9 | ·
Cc1ccccc1C1c2ccsc2CCN1C(=O)CN(CC1CCCO1)C(=O)c1ccc(Cl)c([N+](=O)[O-])c1 (stereo not given) | -11.5 | -10.3 | -4.0
COc1ccccc1NC(=O)Nc1nc(-c2cccnc2)nc2ccccc12 | 8.5 | 5.7 | -2.9

Rewritten in CSV form: 4 of the compounds above.
smiles,hcGAS lum,NPYLR7 ag,mcGAS inh
CCOC(=O)c1c2c(n3ccc(-c4ccncc4)cc13)C(=O)c1ccccc1C2=O,-2.7,-10.2,-3.7
O=C(C(NCc1ccc2c(c1)OCO2)c1ccccc1)N1CCCC1 (stereo not given),-2.3,1.2,·
CCc1ccc(NC(=O)c2cc3nc(-c4cccs4)cc(C(F)(F)F)n3n2)cc1,0.0,-11.2,-4.4
Cc1ccccc1Cn1cc(C(=O)N2CCCN(C3CCCCC3)CC2)nn1,-0.1,-6.8,·

New compounds follow:
SMILES | hcGAS lum | NPYLR7 ag | mcGAS inh
O=c1cc(CN2CCN(c3ccc(F)cc3)CC2)c2ccc3ccccc3c2o1 | -2.3 | 5.4 | -1.9
CC1=NC2=C(C(=O)CC(c3ccccc3)C2)C(c2cccnc2)C1C(=O)OC1CCCC1 (stereo not given) | -2.0 | -13.9 | -4.9
CN1C(=O)COc2cc(NS(=O)(=O)NCc3ccccc3)ccc21 | -9.8 | 1.7 | ·
CC(CCn1cccn1)NC(=O)C(C)(C)c1ccccc1 (stereo not given) | -0.8 | 14.9 | ·
CCC1(N2CCN(C(=O)C3CCOCC3)CC2)CCN(CCC(C)C)C1 (stereo not given) | -11.8 | · | -3.6
CCOc1ccccc1-c1cnc(NC(C)=O)cn1 | -14.7 | 2.4 | ·
COc1ccc(C(=O)CSc2nc(=O)n(Cc3ccncc3)c3c2CCC3)cc1 | -7.9 | -1.5 | -8.4
O=C1C2C(c3ccc(O)cc3)NN(Cc3ccccc3)C2C(=O)N1C1CCCCC1 (stereo not given) | -1.9 | -7.6 | -7.0
CC1CCCCN1CC(=O)NCc1ccc(Cl)cc1 (stereo not given) | -1.9 | 8.7 | -5.7
COc1ccc(S(=O)(=O)Nc2cc(S(C)(=O)=O)ccc2Cl)cc1 | -6.2 | 4.7 | -8.7
CN(C)c1nc(-c2ccc(OC(F)F)cc2OC(F)F)cs1 | 2.8 | 5.4 | ·
Cc1ccc(NC(=O)c2sc(=O)n(Cc3ccccc3)c2C)cc1 | -9.2 | 16.5 | ·
O=C(NC1CCC(NC(=O)[C@H]2CCCN2C(=O)CCc2ccccc2)CC1)c1ccccc1 (stereo not given in full) | -3.6 | · | -8.9
CCCC(O)CN1CCN(Cc2nc(C(=O)N3CCN(C4CCCC4)CC3)co2)CC1 (stereo not given) | -9.0 | 5.9 | ·
CC(C)(C)C(=O)CSc1nnc(CCn2ccc(=O)[nH]c2=O)o1 | -4.8 | 0.9 | -9.7
CN1C=C(C(F)(F)F)C=CC1=C1C(=O)c2ccccc2C1=O | -1.5 | 4.3 | -4.1
N#Cc1c(N)sc2c1CCCC2 | -3.7&0.0 | -3.7&4.3 | 4.6
N#Cc1cc(C(=O)C(F)(F)F)c(-c2cccs2)[nH]c1=S | 3.0 | -1.5 | 0.2
COc1ccccc1CNC(=O)C1(C)CCN1Cc1ccc(SC)cc1 (stereo not given) | -8.1 | 2.8 | ·
COc1cccc(CN2CCCC(NC(=O)c3ccc4[nH]ccc4c3)C2)c1 (stereo not given) | -5.5 | 4.2 | ·
CC(C)CC1(C(=O)Nc2ccc(S(C)(=O)=O)cc2)CCC1 | -4.1&-10.3 | -5.1&-3.6 | -14.9
Cc1ccc(C=CC(=O)OC(C)C(=O)C23CC4CC(CC(C4)C2)C3)o1 (stereo not given) | -6.1 | 2.3 | ·
CS(=O)(=O)c1ccccc1F | -5.9 | 4.2 | ·
CCN(CC)c1onc(-c2ccccc2)c1CN(C(=O)COC)C1CC1 | -1.2 | -6.9 | -0.1

Compound activity deposited in PubChem BioAssay by Fisher Drug Discovery Resource Center.
